Abeta yeast res: A-beta toxicity reversal in yeast; yeast expressing A-beta42, growth rescue, OD600, 48 h; response scale: 0% DMSO, 100% iron-clioquinol control; Potency, µM (titrated, usually from 46.1 µM), inactives show at the top dose growth rescue, most hits filed as activators; 0.063% of 410,000 active; AID 1347071; note: potency is the fitted concentration of half-maximal effect; nearly all actives have a fitted effect of over 55% in size
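Yeast growth medium received pinned compounds, then yeast cells expressing toxic A-beta were added; plates incubated at 30 C for 48 hr. Growth read as absorbance at 600 nm, normalized to DMSO and equimolar FeCl3 plus clioquinol controls.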
IL-2 act: IL-2 activation; IL-2 activation reporter assay, cell-based qHTS; stimulated with anti-CD3/CD4/CD28 beads; in transgenic mouse T cells; activation, % (series mostly up to about 46 µM); 0.065% of 360,000 active; AID 652025; in the data active = activation above about 50%; inconclusive = mostly about 30% to 49%; note: 0% is about no effect
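Unstimulated transgenic mouse T cells, 750 per well, received compound and, after 60 minutes, anti-CD3/anti-CD4 bead plus anti-CD28 stimulation. EGFP and DsRed were quantified after 18 hours.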
aSyn yeast inh: inhibitors of alpha-synuclein toxicity in yeast; Potency, µM (highest dose often 46.1 µM), for inactives: at the top dose growth rescue (activation), hits mostly activators; 0.14% of 370,000 active; AID 652106; Yeast expressing alpha-synuclein, growth rescue, BacTiter-Glo, 24 h; note: potency is the fitted concentration of half-maximal effect; % of control where 0% means no effect; nearly all actives have a fitted effect of over 65% in size
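Screening used galactose-induced yeast with toxic alpha-synuclein levels, exposed to compound for 24 hr at 30 deg C. Cell growth, read with BacTiter-Glo luminescence, gave the measured signal.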
EPAC1 antag: blocks human EPAC1 exchange factor; O95398; EPAC1 GEF assay, Rap1b-BODIPY-GDP exchange fluorescence; Potency, µM (titrated, usually from 115 µM), without a hit: at the highest dose activity change, negative = inhibition, most hits filed as inhibitors; 0.14% of 360,000 active;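 note: potency is the fitted concentration of half-maximal effect; plate controls were vehicle for no effect and positive control for full effect; nearly all actives have a fitted effect of over 50% in size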
Target sequence (O95398 whole entry, looked up): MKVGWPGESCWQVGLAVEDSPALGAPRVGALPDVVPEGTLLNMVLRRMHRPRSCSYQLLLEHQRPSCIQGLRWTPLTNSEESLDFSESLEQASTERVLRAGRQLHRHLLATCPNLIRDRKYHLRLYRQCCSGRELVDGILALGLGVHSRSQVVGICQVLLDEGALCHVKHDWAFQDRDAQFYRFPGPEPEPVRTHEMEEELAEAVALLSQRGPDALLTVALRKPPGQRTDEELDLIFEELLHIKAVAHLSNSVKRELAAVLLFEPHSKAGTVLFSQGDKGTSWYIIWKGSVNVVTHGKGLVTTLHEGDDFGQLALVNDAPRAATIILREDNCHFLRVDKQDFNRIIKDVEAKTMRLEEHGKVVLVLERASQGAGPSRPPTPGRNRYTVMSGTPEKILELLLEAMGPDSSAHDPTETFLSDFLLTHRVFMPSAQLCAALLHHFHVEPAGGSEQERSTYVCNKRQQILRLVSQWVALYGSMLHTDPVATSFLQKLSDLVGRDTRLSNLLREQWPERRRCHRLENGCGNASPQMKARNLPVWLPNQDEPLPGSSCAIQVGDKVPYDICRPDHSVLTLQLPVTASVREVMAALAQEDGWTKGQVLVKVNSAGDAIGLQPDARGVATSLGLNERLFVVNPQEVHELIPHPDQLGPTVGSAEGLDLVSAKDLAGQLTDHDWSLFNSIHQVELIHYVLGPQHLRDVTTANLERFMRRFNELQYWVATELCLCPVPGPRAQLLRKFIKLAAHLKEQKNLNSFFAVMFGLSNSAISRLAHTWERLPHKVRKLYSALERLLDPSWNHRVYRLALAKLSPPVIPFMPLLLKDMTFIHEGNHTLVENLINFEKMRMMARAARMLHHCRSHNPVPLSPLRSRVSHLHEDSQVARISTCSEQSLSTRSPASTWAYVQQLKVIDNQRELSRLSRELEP
PI5P4K alpha inh: PI5P4K alpha (human) kinase inhibition; max response, %; 1.2% of 330,000 active; PI5P4Kalpha enzyme, ADP-Glo luminescence, 60 min; hits give low values; P48426; AID 652105; active = max response of -50% or lower; inconclusive = between -30% and -50%; inactive = -30% or higher; note: value at the top dose of about 77 µM; % is set by controls: 0 for no effect and ±100 for the full control effect
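ADP-Glo luminescence end-point after a 60 min room-temperature kinase reaction. PI5P4Kalpha and substrate in HEPES pH 7.4 buffer with EGTA, 0.1% CHAPS and 5% DMSO; ATP at 5 microM final.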
PLK1 PBD block: inhibitors of human PLK1 polo-box domain binding; P53350; Plk1 PBD binding of FITC phosphopeptide, fluorescence polarization; Potency, µM, without a hit: max response, negative = inhibition, actives largely listed as inhibitors; 2.8% of 360,000 active; AID 720504; note: potency is the fitted concentration of half-maximal effect; series mostly up to about 57 µM; % is set by controls: 0 for no effect and ±100 for the full control effect; nearly all actives have a fitted effect of over 65% in size
FUS suppressor: suppressors of FUS proteinopathy in yeast. S. cerevisiae FUS-expressing, growth rescue, OD600, 24 h. Potency, µM (series often up to 76.6 µM), without a hit: at the highest dose growth rescue (activation), actives largely listed as activators. 0.24% of 390,000 active;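 note: potency is the fitted concentration of half-maximal effect; plate controls were DMSO vehicle for no effect and reference control for full effect; nearly all actives have a fitted effect of over 55% in size; some results filed as inactive show a strong effect at the top dose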
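Yeast expressing FUS under galactose induction, OD 0.005 in 2% galactose medium; compounds in a dilution series, 24 h at 30C. Growth rescue by absorbance at 600 nm; CP55940 positive control, DMSO negative.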
WRN inhibitor: blocks human WRN helicase | Potency, µM (top dose mostly 114 µM), without a hit: top-dose activity change, negative = inhibition, hits mostly inhibitors | Q14191 | 0.46% of 360,000 active | WRN helicase unwinding, fluorescent forked duplex, kinetic | AID 651768; note: potency is the fitted concentration of half-maximal effect; % is set by controls: 0 for no effect and ±100 for the full control effect; nearly all actives have a fitted effect of over 55% in size
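Primary qHTS, 1536-well format. 20 nM WRN + compound, 15 min RT; start with 100 nM forked fluorophore/quencher duplex, 2 mM ATP (final); kinetic read ex 525/em 598 nm.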
EPAC1 agonist: activates human EPAC1 exchange factor. EPAC1 agonist qHTS, biochemical assay; response scale: 100% = response to 6.5 mM cAMP. Potency, µM (series often up to 154 µM), without a hit: at the top dose activation, actives largely listed as activators. 0.073% of 360,000 active. AID 720707. O95398; note: potency is the fitted concentration of half-maximal effect; nearly all actives have a fitted effect of over 60% in size
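Compounds were pinned as a concentration titration into mixtures of EPAC1 (100 nM), BODIPY-GDP-loaded Rap1B (250 nM) and GDP (50 uM). After 5 min at room temperature, fluorescence was followed for 30 min; activity was scaled to 6.5 mM cAMP.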
* hit, by the source's call; ? = inconclusive; nt = no result given; [ ] = dose if it differs, or a comment. Unless noted, calls come from the whole dose curve; as a rule, active = well fitted curve in the direction sought with a large enough effect; inconclusive = small, poorly fitted or top-dose-only effect, or another doubt; inactive = no such curve, though single readings can be large; an effect the other way counts as inactive or inconclusive. Compounds were not picked by outcome; 4.1% or so of the library scored in one or more.

SMILES	Abeta yeast res	IL-2 act	aSyn yeast inh	EPAC1 antag	PI5P4K alpha inh	PLK1 PBD block	FUS suppressor	WRN inhibitor	EPAC1 agonist
C=CCn1c(N)cc(=O)nc1SC(CC)C(=O)Nc1ccc(C(C)=O)cc1 (stereo not given)	-3.2%	0.8	-6.9%	-5.8%	3.3	3.7%	23.1%	-4.2%	-10.4%
Cc1ccc(NC(=O)/C(=C\c2ccc3c(c2)OCO3)NC(=O)c2ccco2)cc1	7.0%	-1.4	-5.6%	-0.7%	0.5	-1.2%	5.8%	-0.2%	2.7%
CCOC(=O)C1=CN(Cc2ccco2)S(=O)(=O)NC1c1ccc(F)c(Cl)c1 (stereo not given)	5.1%	0.0	9.0%	-4.9%	?	-17.8%	19.8%	-6.5%	2.0%
CSc1ccccc1NC(=O)N1CCCC(C(=O)c2ccc3c(c2)OCO3)C1 (stereo not given)	0.4%	-0.6	-4.2%	4.3%	-0.7	-8.7%	-0.6%	0.5%	-2.5%
O=C(COC(=O)c1cccc(S(=O)(=O)N2CCc3ccccc3C2)c1)NCc1ccco1	13.6%	-0.2	16.4%	-12.9%	-9.6	-7.9%	29.4%	-7.3%	14.2%
O=C(NCC1CCCC(CNC(=O)Nc2ccc(Cl)cn2)C1)Nc1ccc(Cl)cn1 (stereo not given)	24.7%	-0.4	0.7%	-27.4%	5.7	0.7%	18.2%	0.3%	1.3%
CC1CCCC(C)N1C(=O)COC(=O)COc1ccc(C#N)cc1 (stereo not given)	-6.2%	-0.4	-0.7%	-21.6%	1.3	-3.7%	-8.5%	1.3%	-8.6%
CC(C)CN(C(=O)COC(=O)CCSc1ccc(Cl)cc1)c1c(N)n(Cc2ccccc2)c(=O)[nH]c1=O	-9.6%	-1.8	-7.3%	-13.6%	-1.2	?	-26.2%	5.6%	-0.8%
O=C(c1cccc([N+](=O)[O-])c1)N1CCN(c2n[nH]c(=O)[nH]c2=O)CC1	-9.9%	2.5	-0.6%	-9.2%	-10.1	-5.8%	19.3%	-17.5%	-4.9%
Cc1c(C(=O)NCc2cccc(Cl)c2)sc(=O)n1Cc1ccc(F)cc1	?	0.6	22.1%	6.7%	1.2	1.4%	15.3%	4.2%[57.1 µM]	10.5%
CCc1ccc(Nc2nc(N3CCOCC3)nc(N3CCOCC3)n2)cc1	13.2%	-2.2	11.1%	7.5%	7.0	-20.4%	4.7%	-0.4%	20.3%
O=c1c2cnn(-c3ccccc3)c2ncn1Cc1ccccn1	-2.0%	0.1	-0.8%	6.2%	8.1	-2.6%	15.6%	-13.9%	-1.7%
O=C(CSc1nnc2ccccn12)NNC(=O)c1ccc(Cl)cc1	5.8%	0.7	1.4%	?	-4.5	-1.6%	15.2%	-0.5%[57.1 µM]	13.9%
COCCCNC(=O)Cc1ccc(S(=O)(=O)N2CCOCC2)s1	-8.3%	3.4	-6.8%	8.5%	3.0	2.4%	nt	7.1%	7.4%
COc1cc(C(=O)OC(C)C(=O)Nc2ccc3c(c2)OCCO3)cc(OC)c1OC (stereo not given)	6.7%	1.7	3.4%	-19.5%	2.9	-5.7%	12.3%	-20.3%	4.9%
COc1ccc(CNC(=O)Nc2nnc([C@@H]3C[C@H](O)[C@@H](CO)O3)s2)cc1	-27.7%	0.3	-5.9%	-12.0%	-4.9	-10.9%	-18.0%	8.7%[57.1 µM]	-2.2%
COC(=O)C[C@@H]1C[C@@H]2c3cc(NC(=O)Cc4ccncc4)ccc3O[C@@H]2[C@@H](CO)O1	7.5%	1.0	?	-7.9%	9.7	6.3%	-14.0%	-6.2%	4.6%
CC(Nc1cccc(F)c1)C(=O)Nc1ccc(S(N)(=O)=O)cc1 (stereo not given)	-6.6%	0.6	3.1%	-23.3%	10.7	-5.1%	8.3%	4.3%	9.9%
CCc1ccc(/C=N/NC(=O)c2ccccn2)cc1	4.6%	0.4	1.1%	18.4%	-6.9	-7.9%	14.3%	-0.5%	1.5%
Clc1ccc(-c2cc(CSc3ccccc3)on2)cc1	4.6%[9.22 µM]	-1.6	-1.4%	-27.6%	25.9	-2.2%	-54.4%	-23.7%	4.0%
Cc1ccc(NC(=O)c2sccc2-n2cccc2)c(C)c1	14.3%	-0.2	6.6%	1.2%	nt	-3.8%	19.5%	3.5%	7.3%
Cc1cnc(NC(=O)CSc2nnc(C)n2N)s1	-5.5%	-3.2	-3.8%	0.1%	1.1	2.7%	nt	-9.5%	10.1%
O=C(N/N=C/c1c(O)n(Cc2ccccc2)c(=O)c2ccccc12)c1cccnc1	-23.6%	-3.5	-14.6%	?	67.9	12.8%	20.7%	?	1.0%
CCN(CC)C(=O)c1cccc(C)c1	10.8%	-0.4	-0.6%	-9.2%	-1.8	-8.1%	-33.8%	-8.6%	-0.7%
CCN(CC)S(=O)(=O)c1ccc(-c2nnc(SC)o2)cc1	-1.5%	1.0	-11.8%	5.1%	nt	-1.9%	21.4%	7.1%	-6.3%

Quoted from the listing.
CCc1ccc(Nc2nc(N3CCOCC3)nc(N3CCOCC3)n2)cc1 in WRN inhibitor has -0.4%
O=C(CSc1nnc2ccccn12)NNC(=O)c1ccc(Cl)cc1 in PI5P4K alpha inh has -4.5
O=C(NCC1CCCC(CNC(=O)Nc2ccc(Cl)cn2)C1)Nc1ccc(Cl)cn1 (stereo not given) in EPAC1 antag has -27.4%
COc1ccc(CNC(=O)Nc2nnc([C@@H]3C[C@H](O)[C@@H](CO)O3)s2)cc1 in FUS suppressor has -18.0%

The main list resumes; the 2 compounds before the break are reprinted first.
SMILES	Abeta yeast res	IL-2 act	aSyn yeast inh	EPAC1 antag	PI5P4K alpha inh	PLK1 PBD block	FUS suppressor	WRN inhibitor	EPAC1 agonist
CCN(CC)C(=O)c1cccc(C)c1	10.8%	-0.4	-0.6%	-9.2%	-1.8	-8.1%	-33.8%	-8.6%	-0.7%
CCN(CC)S(=O)(=O)c1ccc(-c2nnc(SC)o2)cc1	-1.5%	1.0	-11.8%	5.1%	nt	-1.9%	21.4%	7.1%	-6.3%
CC(C)(C)OC(=O)C[C@@H]1C/C=C\C[C@H](CC(=O)NCCO)C(=O)N[C@@H](c2ccccc2)COC1=O	3.0%	-0.4	1.2%	-1.7%	0.6	4.8%	2.8%	13.5%	3.8%
CCc1ccc(Nc2n[n+](-c3ccccc3)c(-c3cccc(Cl)c3Cl)s2)cc1	3.6%	-0.5	?	-7.8%	-29.8	-19.9%	41.4%	-6.4%	2.6%
Cc1ccc2cc(CCNS(=O)(=O)c3ccc(F)cc3)c(=O)[nH]c2c1	-0.9%	0.4	0.7%	-1.5%	0.0	4.2%	-12.0%	0.8%	1.1%
CN(Cc1ccccc1)C(CNS(=O)(=O)c1ccccc1)c1ccccc1 (stereo not given)	14.3%	-0.7	6.1%	-2.0%	1.2	3.2%	-0.5%	-4.1%	-3.3%
O=C(c1cccc(F)c1)N1CCN=C1SCc1cccnc1	-40.3%	-2.8	16.8%	-2.1%	4.3	-8.7%	6.8%	1.8%	-34.9%[inhibitor]
COc1ccc(-c2nnc(SC)nc2-c2ccc(OC)c([N+](=O)[O-])c2)cc1[N+](=O)[O-]	-6.8%	-1.7	-9.5%	-23.5%	-15.9	-20.3%	20.6%	-28.5%	3.9%
CC(C)(C)[C@H]1C=C(C(=O)Nc2ccccc2)O[C@@H](OCc2ccc(CO)cc2)C1	3.0%	-0.7	?	-14.8%	-1.3	-13.1%	?	-2.4%	-13.1%
O=C(Nc1ccc(N2CCOCC2)cc1)C1CC(=O)N(c2ccc(F)cc2)C1 (stereo not given)	-7.5%	1.0	2.8%	3.7%	-0.1	-4.7%	0.9%	4.5%	14.3%
CCSc1nnc(NC(=O)c2csc(C)c2)s1	-13.2%	-0.8	-1.6%	13.9%	nt	-4.9%	23.0%	3.2%	-5.5%
CCN(CC)c1ccc(S(=O)(=O)N2CCOCC2)cc1NC(=O)CN1CCc2ccccc2C1	-5.7%	-3.0	0.6%	-6.5%	4.1	-3.3%	27.1%	-4.7%	-6.6%
CCC1(C)Cc2[nH]c(=O)c(C#N)cc2CO1 (stereo not given)	7.5%	1.4	-1.0%	-25.1%	-0.6	-11.6%	14.9%	-5.5%	-4.2%
Cc1cccc(NC(=O)CSCC(=O)N2CCCc3ccccc32)c1	8.6%	-1.3	-0.5%	-12.2%	-5.3	1.6%	2.9%	-7.1%	-7.0%
N#Cc1ccc(-c2nc3ccc(Cl)cn3c2Cc2ccccc2C(F)(F)F)cc1	-0.2%	2.0	12.9%	-0.6%	-4.1	2.7%	?	-13.6%	5.9%
C/C(=C\C(=O)c1ccc(Cl)s1)N(C)C	7.3%	-0.9	-0.8%	1.8%	2.0	-7.0%	8.4%	-3.8%	-14.3%
Cc1ccc(S(=O)(=O)NCCNC(=O)c2ccc(C)nc2)cc1	4.2%	0.4	0.0%	23.7%	6.4	-0.5%	19.5%	5.0%	7.4%
CC(CN1CCOCC1)(NS(=O)(=O)c1ccccc1)c1ccccc1 (stereo not given)	7.3%	-3.0	-1.4%	7.2%	nt	-7.1%	24.3%	1.3%	1.2%
O=C1CSc2ccc(S(=O)(=O)NCc3ccc(F)cc3)cc2N1	9.3%	3.3	2.2%	-3.9%	-0.7	-11.1%	-4.1%	-1.1%	-6.9%
Cc1onc(-c2ccccc2Cl)c1C(=O)N1CCOC12CCN(c1cccc(F)n1)CC2	-7.8%	-4.1	-3.9%	9.6%	1.0	-6.3%	-1.6%	15.6%	-10.7%
CCO[C@H]1OC(C(=O)NCc2nc3ccccc3[nH]2)=C[C@@H](C2CCCCC2)[C@@H]1CCCO	0.5%	-0.3	4.4%	-29.1%	0.6	-1.9%	17.5%	1.4%	-3.0%
COc1ccc(S(=O)(=O)n2nc(-c3ccc(Cl)cc3)cc2N)cc1	15.5%	0.2	2.8%	9.9%	-2.3	-14.3%	-12.1%	-0.2%	1.9%
O=C1CCCN1C(=O)CSc1ncnc2sccc12	8.7%	0.0	0.9%	-12.7%	-24.6	-12.9%	9.1%	?	-11.5%

From PubChem
